# NPYLR7 agonist – activates Aedes aegypti NPYLR7 receptor; HEK293T NPYLR7/Galpha15, GCaMP6s calcium fluorescence; activation, % at 10 µM; 270,000 tested, 0.15% active; AID 1259423; in the data active = activation above about 40%;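 note: 0% = vehicle and 100% = reference agonist at the receptor; some compounds past the cut are filed as inactive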
# hcGAS inh – human cGAS inhibition. Q8N884. recombinant h-cGAS, ATP depletion, Kinase-Glo luminescence. inhibition, % at 12.5 µM. 290,000 tested, 0.081% active. AID 1259398;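 note: 0% = vehicle reaction and 100% = reaction without DNA for no activity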
# Target sequence (Q8N884 whole entry, looked up): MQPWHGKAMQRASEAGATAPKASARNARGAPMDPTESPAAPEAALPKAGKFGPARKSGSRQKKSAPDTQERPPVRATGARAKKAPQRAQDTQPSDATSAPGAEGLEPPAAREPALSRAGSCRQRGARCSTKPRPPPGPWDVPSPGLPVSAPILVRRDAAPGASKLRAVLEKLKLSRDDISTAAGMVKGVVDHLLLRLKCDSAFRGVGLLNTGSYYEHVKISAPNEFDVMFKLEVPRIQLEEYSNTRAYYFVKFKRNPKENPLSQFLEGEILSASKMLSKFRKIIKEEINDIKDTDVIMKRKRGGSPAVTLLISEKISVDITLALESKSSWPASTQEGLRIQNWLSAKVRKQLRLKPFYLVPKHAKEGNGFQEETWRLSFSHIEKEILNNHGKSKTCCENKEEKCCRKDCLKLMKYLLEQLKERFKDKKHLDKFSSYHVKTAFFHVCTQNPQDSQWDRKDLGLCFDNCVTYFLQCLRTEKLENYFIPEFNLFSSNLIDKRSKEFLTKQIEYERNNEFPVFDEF
# mcGAS inh – mouse cGAS inhibition by luminescence | Q8C6L5 | recombinant cGAS, Kinase-Glo ATP depletion luminescence | inhibition, % at 12.5 µM | 160,000 tested, 0.15% active | AID 1259399;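 note: 0% = negative control wells and 100% = reference inhibitor with no enzyme activity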
# An asterisk follows results filed as active; . = not tested or not shown; & = joins results of further samples. Cut-off read from the data, not from the text of the source, unless noted: active = inhibition above about 40%; inactive = the rest. This is a random part of the collection; about 0.26% have a hit in one of these screens.
SMILES,NPYLR7 agonist,hcGAS inh,mcGAS inh
O=C(NCCc1ccccc1F)N1CCN(C(c2ccccc2)c2ccc(Cl)cc2)CC1 (stereo not given),17,-11,-7
CCN(CC)CCC(=O)c1c(C)nn2c3ccccc3n(C)c12,-1,-8,-7
COc1c(C)cc(C(=O)N2CCC(n3c(Cc4ccccc4)nc4ccccc43)CC2)cc1C,28,-4,-3
CCN(CC)C(=O)CN(C)S(=O)(=O)c1cc(Br)ccc1Br,-7,-8,.
CCOC(=O)c1cc(-c2cccc(NC(=O)c3ccc(F)c(F)c3)c2)n(-c2ccccc2F)n1,30,-2,-4
CC(=O)c1c(C(F)(F)F)[nH]ccc1=O,-5,-5,-6
CCc1ccc(CN(C)C(=O)c2nc3nc(C)cc(C)n3n2)nc1,14,-1,-2
CC1(C(=O)Nc2cccc3ncccc23)CCN1C(=O)c1ccccc1CCc1ccccc1 (stereo not given),5,-7,-7
CCOc1ccc(NC(=O)CSc2nnc(CNC(=O)c3ccc(-c4ccccc4)cc3)n2-c2ccccc2OC)cc1,-6,-4,.
COc1cccc2c1OCCCN(C(=O)c1cn[nH]n1)C2,-11,-1,.
CCCn1c(=O)c2c(OCC)c(C)cnc2n(C)c1=O,-1,-5,-7
CC(CCN(C)CC(=O)O)N1CCCC1 (stereo not given),0,-4,-22
CN(Cc1ccccc1)Cc1cc(C(=O)NC2CC(=O)Nc3ccccc32)no1 (stereo not given),.,-2,-3
CCCCc1nc(N2CCN(C(=O)COc3ccccc3)CC2)c2c(-c3ccc4ccccc4c3)noc2n1,-8,4,1
COCCCN(CC(=O)N1CCc2sccc2C1c1ccc(F)cc1)C(=O)C(C)(C)CCl (stereo not given),3,6,-6
CC(=O)Oc1c(-c2ccc(N)cc2)c(CC(C)C)nn1-c1ccc(F)cc1,-2,3,.
O=C(NCc1cccnc1)NCc1ccccc1OCC1CC1,3,-3,.
CC(C)c1cc(CNC(=O)CSCc2ccccc2Cl)no1,8,-6,.
Cc1c(Cl)c([N+](=O)[O-])nn1CC(=O)Nc1cc(C(F)(F)F)ccc1Cl,-1,-6,-5
CCC(CC)C(=O)NCCn1ncc2c(N3CCOCC3)nc(SC)nc21,.,-2,-6
COCCS(=O)(=O)N(C)C(C)c1ccc(Cl)cc1 (stereo not given),2,-8,.
CNCc1ccc(CN(C)C)cc1,12,-7,.
S=c1nc(-c2ccc(Cl)cc2)[nH]c2ccccc12,3,1,.
O=C(COc1cccc(Cl)c1)N1CCN(c2ccc3nnc(C4CC4)n3n2)CC1,-1,-8,-9
COc1cccc(NC(=O)Cn2nc(Nc3ccc(F)cc3)c(S(=O)(=O)c3ccccc3)c2N)c1,-4,-7,-7
O=C(CC(c1ccccc1)c1ccccc1)N1CCCC1c1nnc2c(C(F)(F)F)cccn12 (stereo not given),-8,-4,.
CCc1nc2ccc(C(=O)NCCN3CCNC3=O)cn2c1N(CC)Cc1ccc(OC)c(OC)c1,-6,-8,-6
Nc1nccnc1C(=O)NCCSCc1ccsc1,3,-4,.
CC(C)N(C)C(=O)c1ccc(CNCc2cc(Br)ccc2F)cc1,8,-6,.
O=C(NCc1ccc(-c2ccccn2)s1)c1cn2c(n1)CNCC2,-1,-8,-11
CCOC(=O)C1=C(C)NC(C)=C(C(=O)OCC)C1c1ccc(OC)cc1OC,-17,-2,-6
c1csc(CNc2ccc3c(c2)OCCO3)c1,8,-11,-10
CCCc1cc(=O)[nH]c(-n2nc(C)cc2NC(=O)c2cc(C(F)(F)F)cc(C(F)(F)F)c2)n1,15,-4,-6
CC12COC3(C(=O)O)CC1CCC32C (stereo not given),-1,-4,.
COc1ccc(-c2n[nH]c(=S)n2-c2cccc(C)c2)cc1,-5,-4,.
O=C1CSc2ccc(C(=O)N(Cc3ccccn3)c3ccc(F)cc3)cc2N1,-2,-9,-13
c1cc(CN2CCCC(N3CCN(Cc4ccc5c(c4)OCO5)CC3)C2)cs1 (stereo not given),1,-8,.
COc1ccc(C)c2sc(N(CC3CCCO3)C(=O)c3cc(C)no3)nc12 (stereo not given),0,1,-4
CCCCNCC(=O)N1CC(=O)N(c2ccc(F)cc2)C1,-1,-9,-7
Cc1cc(F)c(S(=O)(=O)NC(=O)c2cc(C)n(C)n2)cc1F,-22,-11,.
COc1cc(C2c3cc4c(cc3OC(=N)C2C#N)OCO4)cc(Br)c1OC (stereo not given),2,-8,.
N=C(N)Sc1cn(CCNC(=O)c2cccs2)c2ccccc12,-10,-3,-5
Cc1nc2sccn2c1C(=O)N1CCCC(Nc2ccc(C(C)C)cc2)C1 (stereo not given),2&18,-13&-6,-10
Cc1sc2nc3scc(CC(=O)NCCO)n3c(=O)c2c1C,5,-9,.
Cc1nn(C)c(Oc2cccc(Cl)c2)c1C(=O)N1C[C@H](O)C[C@H]1C(=O)OCc1ccccc1,4,-2,.
CC1CCCCN1CCNC(=O)c1cc2c(s1)N(C)CCCC2 (stereo not given),.,-10,-5
CC(C)C1CN(S(=O)(=O)c2ccccc2)CCC(=O)N1CC1CC1 (stereo not given),-14,-1,2
Cc1ccc(CN(CCc2c[nH]c3ccccc23)C(=O)CNC(C)C)cc1,-8,-5,-4

# Entries of single compounds from above.
# Cc1cc(F)c(S(=O)(=O)NC(=O)c2cc(C)n(C)n2)cc1F reads NPYLR7 agonist = -22; hcGAS inh = -11; mcGAS inh = .
# CC(C)C1CN(S(=O)(=O)c2ccccc2)CCC(=O)N1CC1CC1 (stereo not given) reads NPYLR7 agonist = -14; hcGAS inh = -1; mcGAS inh = 2

# Further compounds follow.
SMILES,NPYLR7 agonist,hcGAS inh,mcGAS inh
COc1ccc(NC(=S)C2N=C(N3CCCCC3)SC2=N)cc1 (stereo not given),-3,-8,-4
CCOC(=O)CNC(=O)CSc1ccc2nnc(-c3ccc(Cl)cc3)n2n1,3,4,-4
CC(C)c1cc(=O)n(CC(=O)Nc2ccc(-c3cn4ccsc4n3)cc2)cn1,1,4,-8
O=c1c2cc(Br)ccc2[nH]c(=S)n1Cc1ccco1,8,-1,.
O=C(c1ccc(N2CC(O)C2)nc1)N1CCCN(c2ncccn2)CC1,3,0,.
Cc1ccc(C(=O)N2CCN(S(=O)(=O)c3c(C)c(C)c(C)c(C)c3C)CC2)o1,1,4,.
COc1ccc(S(=O)(=O)NC(=O)C2(C)CCN2C(=O)C2(c3ccc(Cl)cc3)CCC2)cc1 (stereo not given),3,-8,.
Cc1cc(C(=O)N(Cc2ccco2)c2nc3ccccc3s2)no1,-1,-2,.
O=C(NC1CCN(c2ccccc2C(=O)N2CCN(c3ccccn3)CC2)CC1)c1ccc([N+](=O)[O-])cc1,1,-7,-6
CCc1cn[nH]c1C1CCCN(C(=O)c2cc(-c3ccccc3OC)n[nH]2)C1 (stereo not given),1,-4,-19
CCc1nc2c(OCC3CCCCO3)cccn2c1N(C)C(=O)COc1ccccc1 (stereo not given),-24,1,1
CC(=O)N(CC(=O)N(CCc1ccccc1)Cc1ccc(C)o1)CC1CC1,.,0,-1
Cc1nnc(SCC(=O)NN2C(=O)NC3(CCC(C)CC3)C2=O)n1C1CC1 (stereo not given),2,0,.
COCCn1c(=NC(=O)c2cc(C)on2)sc2cc(F)cc(F)c21,11,-6,.
CC(=NNc1ncc(Cl)cc1Cl)c1ccc2c(c1)OCO2,2,-6,.
CC(NC(=O)c1cc2n(n1)CCN(Cc1cccc(F)c1)C2=O)c1ccccc1 (stereo not given),13,-3,-8
O=C(CCC1CCN(Cc2ccon2)CC1)NCC1CCCO1 (stereo not given),10,-4,.
CC(=O)N1CCN(C(=O)c2ccccc2CSc2nc(C)cs2)CC1,8,-8,.
Cc1cc(OCC(=O)Nc2ccc(CS(N)(=O)=O)cc2)ccc1C(C)C,1,2,.
Cc1nn(-c2nc(C)c(C)c(=O)[nH]2)c(C)c1CCC(=O)NCc1c(F)cccc1F,5,-12,.
NC(=O)CC1CCCCN1C(=O)CNc1cccc(C(F)(F)F)c1 (stereo not given),3,-5,.
COc1cccc(C(CN2CCN(C(=O)CCC3CCCC3)CC2)OCc2cccc(Cl)c2)c1 (stereo not given),-3,-5,-8
O=C(NCCCNC(=O)[C@H]1CCCN1C(=O)Cc1ccccc1)c1ccccc1,.,-7,-11
Brc1c(-c2cccs2)nc2ccccn12,-1,4,.
Cc1cccc(-n2nnc3c(=O)n(Cc4ccccc4)cnc32)c1,0,-6,-9
COCCCn1c(SCC(=O)N(C)C(C)c2ccccc2)nc2sc3c(c2c1=O)CCCC3 (stereo not given),-5,-5,-7
COCCCNC(=O)c1cc2n(n1)CCN(Cc1cccc(OC)c1)C2=O,13,-1,-5
c1csc(-c2nnc(CSc3nnc(-c4ccc5c(c4)OCO5)o3)o2)c1,-3,-1,.
NCCCS(=O)(=O)O,5,-9&-1,-5&-3
CCCCCSc1nc2c(c(=O)[nH]c(=O)n2C)n1Cc1cccc(C)c1,7,-3,-7
O=C(NCc1ccc(Cl)s1)c1ccc2c(c1)OCCO2,7,-1,.
CCNC(=O)N(CCOC)Cc1cc(Cl)ccc1OS(=O)(=O)c1ccc(NC(C)=O)cc1,-5,6,0
CC(C)N(Cc1nccn1C)C(=O)c1cc(COc2ccc(-n3cncn3)cc2)on1,-5,-7,-6
Brc1ccc2cc(Oc3ncccn3)ccc2c1,13,-2,.
CCCc1cc(NCc2cccnc2)n2nc3nc(C)cc(C)c3c2n1,3,-8,-7
O=C(c1cc2ccccc2oc1=O)N1CCC2(CCCN(Cc3ccccc3F)C2)C1 (stereo not given),8,-5,.
COc1nc2c(cc1C(=O)N1CCCn3nc(C(=O)O)cc3C1)CCC2,14,-5,-17
CCn1cnnc1CNC(=O)Nc1ccc(-n2ccnn2)cc1,6,-13,-15
CN(C)c1nc(N)c(C(=O)N=C(N)N)nc1Cl,6,-7,-3
COc1cccc(Cc2nsc(Oc3ccc(C(=O)N4CCN(c5ccccc5F)CC4)cc3OC)n2)c1,-1,2,-3
Cc1ccc(NC(=O)CS(=O)(=O)Cc2noc(CC(C)C)n2)cc1F,1,-8,-14
Cc1c(C)n2c3c(=O)[nH]c(=O)n(C)c3nc2n1-c1ccc(O)cc1,2,-4,-6
COc1cc(=O)n(-c2ccccc2C)nc1C(=O)Nc1ccccc1C,1,-5,.
CCCN1C(=O)CNC1=S,5,-4,-8
COc1ccc2c(c1)C1(SCCN1C(=O)c1cccs1)C(=O)N2Cc1ccccc1C (stereo not given),3,-8,-5
Cc1oc(C)c(-c2ccccc2)c1C(=O)Nc1ccccc1,3,-5,-4
C#CCn1c(=NC(=O)c2cc(C)no2)sc2cc3c(cc21)OCO3,1,0,-1
NCCCCOc1ccc(F)cc1,-5,-1,.
Oc1ccccc1-c1ccno1,1,-1,-3
O=C(c1ccco1)N1N=C(c2cccc([N+](=O)[O-])c2)CC1c1ccc2nccnc2c1 (stereo not given),-1,-6,-7
Cn1c(=O)n(Cc2ccc(Cl)cc2)c(=O)c2c1nc1n2CCN1Cc1ccccc1,2,-4,.
O=C(O)c1ccc(CC2CCCN(C(=O)C3CCS(=O)(=O)CC3)C2)cc1 (stereo not given),17,-8,-17
CCc1c(C(=O)NC2CCCC2)[nH]c(C)c1C(C)=O,2,-2,-2
CC[P+](c1ccc(N(C)C)cc1)(N1CCOCC1)N1CCOCC1,5,-6,-14
COc1ccc(CCNC(=O)C2CCC(=O)N(C3CCCC3)C2)cc1 (stereo not given),1,-8,.
CCCCn1c(=O)[nH]c(=O)c2[nH]c(-c3ccc(C#N)cc3)nc21,1&7,-9&-2,-7&-6
COc1ccc(C2(C(=O)O)CCCCC2)cc1,0,0,-5
CC1CCc2c(sc3nc(C(C)C)nc(N4CCN(C(=O)c5cccc(Br)c5)CC4)c23)C1 (stereo not given),-2,5,0
Cc1ccc(=O)n(CC(=O)Nc2ccc(Sc3ccccc3Cl)cc2)n1,-1,-6,.
CC(=O)Nc1ccc(S(=O)(=O)Nc2nc(C)cc(C)n2)cc1,10,-2,-5

# Quoted at random: 5 compounds from above.
SMILES,NPYLR7 agonist,hcGAS inh,mcGAS inh
CC12COC3(C(=O)O)CC1CCC32C (stereo not given),-1,-4,.
CCc1cn[nH]c1C1CCCN(C(=O)c2cc(-c3ccccc3OC)n[nH]2)C1 (stereo not given),1,-4,-19
COc1ccc(C2(C(=O)O)CCCCC2)cc1,0,0,-5
CC(C)c1cc(CNC(=O)CSCc2ccccc2Cl)no1,8,-6,.
CCOC(=O)CNC(=O)CSc1ccc2nnc(-c3ccc(Cl)cc3)n2n1,3,4,-4

# Further records
SMILES,NPYLR7 agonist,hcGAS inh,mcGAS inh
COc1ccc(CCN(C)C(=O)C(NC(=O)OCc2ccccc2)SC(C)C)cc1OC (stereo not given),-7,-6,-3
CCOCCCn1c(SCc2ccc(SC)cc2)nc2cc(S(=O)(=O)N3CCOCC3)ccc21,12,-5,-4
O=C(c1cn[nH]n1)N1CCCN(c2nc3ccc(Cl)cc3s2)CC1,2,-5,-7
O=C(c1ccnc(Cl)c1)N1CCN(c2nccc(-c3cccs3)n2)CC1,20,-5,-8
O=C1CC(c2cccs2)Cc2nc(NC3CC3)ncc21 (stereo not given),8,-4,.
CNc1cnc(-c2ccccc2)cn1,1,-21,.
Cc1nnc(CN2CCCc3cc(C(C)C)ccc32)n1C,0,-7,.
COc1ccc(CCN(C)C(=O)C(C)(C)CCCOc2cc(C)ccc2C)cc1OC,-6,-4,-4
CC(C)(O)c1ccccc1CC[C@@H](SCC1(CC(=O)O)CC1)c1cccc(/C=C/c2ccc3ccc(Cl)cc3n2)c1,-3,-2,.
CCCCN(Cc1ccsc1)C(=O)c1occc1C,-4,-7,-10
